# Screening results (PubChem)
# CYP2C19 inhib: inhibitors of human CYP2C19 | P33261 | CYP2C19 Supersomes, luciferin-H EGE luminescence, 30 min | inhibition, % at 5 µM | hit rate 21% among 96,000;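 active = CYP2C19 inhibition above a set limit at 5 µM in the primary screen, cut at about 50% in these data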;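 also: plate controls were negative control wells for no effect and 2.5 mM tranylcypromine positive control for full effect; values of inactives mirror those of a sister screen read the other way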
# CYP2C9 inh: blocks human cytochrome P450 2C9. P11712. CYP2C9 Supersomes, luciferin-H conversion, luminescence. inhibition, % at 5 µM. hit rate 20% among 96,000. AID 777;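 active = blocking of liver enzyme CYP2C9 beyond about 50% at 5 µM, limit read from the data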; also: values of inactives mirror those of a sister screen read the other way
# Target sequence (P11712 whole entry, looked up): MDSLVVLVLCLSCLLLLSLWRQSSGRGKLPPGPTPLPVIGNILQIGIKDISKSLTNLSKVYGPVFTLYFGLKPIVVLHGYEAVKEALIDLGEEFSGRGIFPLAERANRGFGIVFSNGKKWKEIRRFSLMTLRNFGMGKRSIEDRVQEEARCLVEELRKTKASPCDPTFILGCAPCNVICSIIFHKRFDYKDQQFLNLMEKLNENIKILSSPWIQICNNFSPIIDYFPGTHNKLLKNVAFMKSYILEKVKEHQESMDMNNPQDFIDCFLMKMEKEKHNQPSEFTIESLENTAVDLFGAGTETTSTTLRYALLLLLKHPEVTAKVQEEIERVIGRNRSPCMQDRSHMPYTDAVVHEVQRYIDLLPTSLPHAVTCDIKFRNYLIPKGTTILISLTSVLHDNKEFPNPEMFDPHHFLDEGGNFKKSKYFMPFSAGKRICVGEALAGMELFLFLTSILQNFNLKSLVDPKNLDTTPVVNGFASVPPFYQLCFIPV
# Mac1 fbg inh: blocks human CD11b/CD18 adhesion to fibrinogen | hit rate 0.54% among 93,000 | P05107+P11215 | inhibition, % at 10 µM | K562 CD11b/CD18 adhesion to fibrinogen, ATPlite luminescence; Mn2+ added to activate the integrin | AID 1497;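 active = primary inhibition of 50% or more at 10 µM, then 40% or more on retest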; also: some results filed as inactive read as strong as hits
# PLAP activator: activates human placental alkaline phosphatase; purified PLAP enzyme, luminescent substrate read-out; hits give high values; hit rate 1.2% among 96,000; P05187; activation fold at 20 µM; in the data active = activation fold above about 2
# Target sequence (P05187 whole entry, looked up): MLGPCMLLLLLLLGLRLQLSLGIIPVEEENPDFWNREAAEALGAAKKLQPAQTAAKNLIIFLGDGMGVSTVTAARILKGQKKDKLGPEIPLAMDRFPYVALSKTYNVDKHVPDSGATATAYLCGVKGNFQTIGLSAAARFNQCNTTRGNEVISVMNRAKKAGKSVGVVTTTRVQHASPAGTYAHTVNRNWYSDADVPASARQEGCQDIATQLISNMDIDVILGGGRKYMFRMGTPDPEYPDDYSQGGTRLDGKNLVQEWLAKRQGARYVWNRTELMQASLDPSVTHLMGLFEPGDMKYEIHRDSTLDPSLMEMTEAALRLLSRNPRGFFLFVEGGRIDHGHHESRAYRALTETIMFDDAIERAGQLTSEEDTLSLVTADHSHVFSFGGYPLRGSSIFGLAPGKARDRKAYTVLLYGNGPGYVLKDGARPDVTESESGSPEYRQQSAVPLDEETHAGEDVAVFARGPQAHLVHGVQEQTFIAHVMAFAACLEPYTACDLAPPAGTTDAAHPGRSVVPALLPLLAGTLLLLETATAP
# PTK2B oligo ant: antagonists of human Pyk2 oligomerization | z-score (the deposit names both 25 µM and 10 µM) | hit rate 0.83% among 99,000 | Q293 cells, Pyk2 FERM NanoBiT luminescence; hits give low values;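 active = Z-score of -3 or lower, scaled per plate to the spread of control and sample wells; inactive = z-score above -3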;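 also: negative z-score means lost luminescence so less FERM oligomerization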
# CYP2C19 act: increases human CYP2C19 enzyme activity; 96,000 tested, under 10 active; recombinant CYP2C19, luciferin-H EGE luminescence; hits give high values; 0 = fully inhibited enzyme, 1 = untreated enzyme; P33261; activation factor at 5 µM; AID 1025;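 active = activation factor of at least 2 at 5 µM in the primary screen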;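 also: 0 = wells with 2.5 mM tranylcypromine and 1 = vehicle-only wells; values of inactives mirror those of a sister screen read the other way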
# CYP2C9 activ: activators of human CYP2C9. activation factor at 5 µM. recombinant CYP2C9, luciferin-H conversion, luminescence; hits give high values; factor 1 = untreated enzyme, 0 = blocked. AID 1024. P11712. hit rate 1.4% among 96,000;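 active = activation factor of 2 or more for CYP2C9 at a 5 µM dose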;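 also: 0 = sulfaphenazole-blocked wells and 1 = vehicle-only wells; values of inactives mirror those of a sister screen read the other way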
# Mac1 fbg enh: CD11b/CD18-fibrinogen binding enhancement; P05107+P11215; K562 CD11b/CD18 adhesion to fibrinogen, ATPlite luminescence; activation, % at 10 µM; hit rate 0.07% among 93,000; AID 1499;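 active = 10 µM primary screen giving 50% or more activity, confirmed by 40% or more on retest at that dose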; also: strong numbers were not always called active; reference of the scale not given here
# MT1-MMP txn act: activates MT1-MMP transcription | HT1080 MT1-MMP promoter luciferase reporter, luminescence, overnight; hits give high values | activation factor at 10 µM | hit rate 0.16% among 86,000 | AID 750;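 active = activation factor of at least 2 for MT1-MMP transcription at 10 µM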
# * = called active by the depositor; . = not tested or not shown.
SMILES	CYP2C19 inhib	CYP2C9 inh	Mac1 fbg inh	PLAP activator	PTK2B oligo ant	CYP2C19 act	CYP2C9 activ	Mac1 fbg enh	MT1-MMP txn act
O=C(O)CNC(=O)C1COc2ccccc2O1 (centres undefined)	8	26	0	0.9	0.35	0.9	0.7	-3	1.3
OC1(c2ccc(F)cc2)CCN(Cc2nnnn2Cc2cccs2)CC1	75*	60*	-15	1.8	-1.2	0.3	0.4	5	1
O=C(NCC1CCCO1)c1cnn2c1NC(c1ccccc1)CC2C(F)(F)F (centres undefined)	13	36	-14	1.5	1.8	0.9	0.6	-3	0.9
COC(=O)c1ccccc1NC(=O)c1sc(N)nc1C	18	18	30	0.9	-0.66	0.8	0.8	2	1.1
Cc1ccc(C)c(C(=O)Nc2c(C(N)=O)oc3ccccc23)c1	10	-22	-4	0.9	.	0.9	1.2	0	1.1
Cc1nnc2ccc(Oc3ccc(-c4ccccc4)cc3)nn12	16	22	8	1.4	-0.96	0.8	0.8	-3	0.9
COc1ccc(NC(=O)N2Cc3ccccc3CC2C(=O)NC(C)(C)C)cc1 (centres undefined)	6	-3	.	0.9	-0.71	0.9	1	.	.
O=C(Nc1cccnc1)c1cc2nc(C3CC3)cc(C(F)(F)F)n2n1	64*	74*	2	1.2	-0.94	0.4	0.3	-4	1.3
O=C1NC(c2ccccc2)=C(c2nc3ccccc3s2)C(c2ccc(F)cc2)N1 (centres undefined)	55*	50*	.	1	-3.2*	0.5	0.5	.	1
COc1cccc(-c2nnc3sc(C4CCCCC4)nn23)c1	84*	78*	-21	1.8	-2.1	0.2	0.2	-3	.
CCn1c2ccccc2c2nnc(SCC(=O)NCCOC)nc21	55*	-4	-1	0.8	0.69	0.4	1	-2	1.1
CC12CCC(C(=O)Nc3ccccc3N3CCOCC3)(CC1=O)C2(C)C (centres undefined)	4	-4	3	1	-0.59	1	1	2	1.1

# Two entries from above, with values ahead of the structure:
CYP2C19 inhib,CYP2C9 inh,Mac1 fbg inh,PLAP activator,PTK2B oligo ant,CYP2C19 act,CYP2C9 activ,Mac1 fbg enh,MT1-MMP txn act,Structure
8,26,0,0.9,0.35,0.9,0.7,-3,1.3,O=C(O)CNC(=O)C1COc2ccccc2O1 (centres undefined)
75*,60*,-15,1.8,-1.2,0.3,0.4,5,1,OC1(c2ccc(F)cc2)CCN(Cc2nnnn2Cc2cccs2)CC1

# (cont.)
SMILES	CYP2C19 inhib	CYP2C9 inh	Mac1 fbg inh	PLAP activator	PTK2B oligo ant	CYP2C19 act	CYP2C9 activ	Mac1 fbg enh	MT1-MMP txn act
COCC(C)n1c(C)cc(C(=O)COc2ccc(S(=O)(=O)N3CCOCC3)cc2Cl)c1C (centres undefined)	51*	58*	24	2*	0.13	0.5	0.4	0	1
COc1ccc(C2C(C#N)=C(N)Oc3n[nH]c(C)c32)cc1Cn1nc(C)c([N+](=O)[O-])c1C (centres undefined)	56*	54*	-60	1.4	0.1	0.4	0.5	4	.
Cc1cc(C)c(C#N)c(SCc2nc3ccccc3[nH]2)n1	56*	58*	-33	0.9	0.24	0.4	0.4	-3	.
Cc1ccc2c(c1)c1c3n2CCN=C3CCC1	-1	2	0	0.9	-0.29	1	1	-3	1.2
CCN1CCN(C(=O)Nc2cccc3ccccc23)CC1	5	-8	-9	1.1	-3.2*	1	1.1	-1	.
CCc1nc(NCc2cccnc2)c2oc3ccccc3c2n1	92*	58*	2	0.9	-1.6	0.1	0.4	4	1.1
CCN(CC)S(=O)(=O)c1ccc2c3c(cccc13)C(=O)N2	89*	7	8	1.1	.	0.1	0.9	3	1
Cc1cc2nnc(SCC(=O)OC(C)C)n2c2ccccc12	24	-160	.	1.1	0.11	0.8	2.6*	.	1.1
CCC(C)(C)n1nnnc1C(c1cccnc1)N1CCN(c2cccc(C(F)(F)F)c2)CC1 (centres undefined)	80*	58*	.	1.3	-2.5	0.2	0.4	.	1.2
Cc1ccc(NC(=O)c2ccc(-c3nn(C)c(=O)c4ccccc34)cc2)c(C)c1	23	24	2	1.5	0.15	0.8	0.8	-3	1
CCCCOC(=O)C(C)Nc1n[nH]c(=O)[nH]c1=O (centres undefined)	-20	-6	-23	1	0.56	1.2	1.1	-3	1
Cc1nn(-c2ccccc2)c(N2CCCCC2)c1/C=N/O	4	0	8	1	0.38	1	1	8	.
CC(=O)C1=C(O)C(=O)N(CC(=O)O)C1c1ccccc1Cl (centres undefined)	-5	1	-5	0.9	.	1	1	-2	1.1
Nc1ccc(C(=O)N/N=C2\CCCc3c2[nH]c2ccccc32)cc1	-6	-25	.	0.9	-0.45	1.1	1.3	.	.
O=C(NC1CCN(C(=O)NC2CCCCC2)CC1)c1ccco1	4	1	-9	0.9	-0.24	1	1	-1	1.3
CC(C(=O)O)c1n[nH]c(=O)c2ccccc12 (centres undefined)	-11	-3	-1	0.9	-0.05	1.1	1	-2	1.1
O=C(COC(=O)CC1CC2CCC1C2)NC(=O)NCc1ccco1 (centres undefined)	63*	70*	-9	1.7	1.6	0.4	0.3	9	1.1
c1ccc(-c2noc(-c3cccc4ccccc34)n2)cc1	6	14	.	0.8	0.16	0.9	0.9	.	2*
Cc1nnsc1S(=O)(=O)Cc1ccccc1Cl	56*	3	1	1	0.38	0.4	1	-2	.
Cc1ccc2oc(=O)c3cnn(CC(=O)N(CCN(C)C)Cc4ccco4)c3c2c1	11	46	0	1.4	.	0.9	0.5	-3	.
COc1ccc(OC)c(N(CC(=O)NCc2ccccn2)S(C)(=O)=O)c1	1	5	-17	0.9	0.17	1	1	-1	1
Cc1cccc(NC(=O)CN(C)S(=O)(=O)c2cccc3cccnc23)c1	48	54*	0	0.8	.	0.5	0.5	1	1
COc1ccc(-c2noc(-c3cc(C)cc(C)c3)n2)cc1OC	8	-77	0	0.9	.	0.9	1.8	2	1.5
CCOc1ccc(Cl)cc1S(=O)(=O)N1CCCC1	53*	-117	13	0.8	-1.2	0.5	2.2*	-2	1.2
CN(CC(=O)NCc1ccncc1)S(=O)(=O)c1ccc(F)cc1	91*	82*	0	0.9	0.33	0.1	0.2	-2	1.3
Cc1ccc(NC(=O)N2CCc3ccccc3C2)cc1	93*	12	8	1	0	0.1	0.9	-4	1.7
Cc1noc(C)c1S(=O)(=O)Nc1c(C)n(C)n(-c2ccccc2)c1=O	2	-3	13	1.1	1.3	1	1	3	1.2
COc1ncnc2c1oc1nc(C(C)C)c3c(c12)CC(C)(C)OC3	3	10	-2	0.7	-0.08	1	0.9	-1	0.9
COc1ccc(C(CNC(=O)Cc2cc(OC)c(OC)c(OC)c2)N2CCCC2)cc1 (centres undefined)	2	5	-13	1.3	0.68	1	1	-2	1
Fc1ccccc1N1CCN(Cc2nc(-c3ccccc3)no2)CC1	21	11	12	1	-1.2	0.8	0.9	5	1.1
CC(C)Cc1cc(C(=O)N2CCN(C(c3ccccc3)c3ccccc3)CC2)no1	21	79*	7	1.6	.	0.8	0.2	1	.
COc1cccc(-c2nc(-c3ccccc3)[nH]c(=O)c2C#N)c1	-4	8	.	1.1	-0.51	1	0.9	.	.
COc1ccc(-n2cnnc2SCC(=O)Nc2cc(C(C)(C)C)nn2-c2ccccc2)cc1	10	20	-4	1.1	0.82	0.9	0.8	-3	1.2
O=C(NCc1ccco1)c1ccccc1-c1ccc(C(F)(F)F)cc1	39	34	.	0.8	-1.6	0.6	0.7	.	1.1
CC1CC(C)CN(CCCNC(=O)C2CCC(=O)N2C2CCCC2)C1 (centres undefined)	2	23	.	1.2	2.8	1	0.8	.	1.2
O=P(O)(O)c1ccccc1OCc1ccccc1	2	2	-9	0.2	0.36	1	1	-2	1.2
CC(=NCCCn1ccnc1)C1=C(O)c2ccccc2C1=O	46	81*	.	1.1	-0.01	0.5	0.2	.	1.1
CCOC(=O)c1sc(NC(=O)c2cc(S(=O)(=O)N3CCOCC3)ccc2C)nc1C	35	71*	-3	0.9	0.11	0.6	0.3	4	1
Cc1cc(C)c2c(-n3cccc3)n[nH]c2n1	50	8	-5	1.1	1.7	0.5	0.9	1	.
COc1ccc(C(=O)Nc2ccc(S(=O)(=O)NCc3ccco3)cc2)cc1OC	-4	-5	-14	1	0.22	1	1.1	1	1.3
O=c1[nH]c(=O)n(Cc2ccco2)c2c1C(C(F)(F)F)(C(F)(F)F)N=C(c1ccco1)N2	-13	2	-2	1	-1	1.1	1	-2	1.2
Clc1ccc(OCc2nnc(SCc3nc4ccccc4[nH]3)n2Cc2ccco2)cc1	12	62*	31	1.4	0.85	0.9	0.4	-1	1.1
COc1cc(OC)c(-c2nn3c(-c4ccco4)nnc3s2)cc1OC	44	73*	-8	1.4	-0.25	0.6	0.3	16	1
CC1CN(C(=O)C(C)Sc2nc3ccccc3s2)CC(C)O1 (centres undefined)	94*	44	35	1.5	0.74	0.1	0.6	1	1.2
Nc1nc(NC(=O)c2cccc(S(=O)(=O)N3CCCCCC3)c2)nc(-c2ccccc2)n1	20	38	0	1.2	-0.15	0.8	0.6	2	1
O=C1CC(NCc2ccc3c(c2)OCO3)C(=O)N1Cc1ccc2c(c1)OCO2 (centres undefined)	50	23	-14	1.1	1.1	0.5	0.8	3	1.2
COc1ccccc1-c1c(C(F)(F)F)oc2cc(OC(=O)c3ccccc3[N+](=O)[O-])ccc2c1=O	55*	62*	0	1	-0.71	0.5	0.4	6	.
O=C(O)C1(NS(=O)(=O)c2ccc(F)c(Cl)c2)CCCCC1	-2	-1	-18	0.9	0.49	1	1	1	1.1
Cn1c(SCC(=O)N2CCOCC2)nnc1-c1cccc(NC(=O)c2ccccc2F)c1	11	16	-3	0.9	-0.87	0.9	0.8	1	1.2
O=C(c1ccco1)N1CCN(S(=O)(=O)N2CCOCC2)CC1	8	0	6	0.7	0.23	0.9	1	-3	.
CC1CC(C)CN(c2ccc(-n3cnnn3)cc2[N+](=O)[O-])C1 (centres undefined)	64*	19	.	1	-0.44	0.4	0.8	.	.
Cc1ccc(-c2nnc(Nc3ccccc3)o2)cc1	45	22	10	0.9	-0.2	0.6	0.8	-5	0.1
CCOc1ccc2cc(S(=O)(=O)n3ccnc3C)ccc2c1	31	48	-22	1.3	1.2	0.7	0.5	-1	1
O=C(Nc1cccc(Cl)c1)N(CCCN1CCOCC1)Cc1ccccc1F	28	65*	14	1.5	-0.38	0.7	0.3	-2	1.1
O=C(NC1CCCC1)C1CCCN(S(=O)(=O)c2cccc3cccnc23)C1 (centres undefined)	8	-160	-10	1	.	0.9	2.6*	3	1
CN1C(=O)/C(=C2\SC(N3CCCCCC3)=NC2=O)c2ccccc21	45	-170	-4	1.4	-0.35	0.6	2.7*	0	.
COc1ccc(NC(=O)COc2nsnc2N2CCCCC2)cc1	38	27	-12	1	-0.44	0.6	0.7	-2	1.1
O=C(COC(=O)c1cnccn1)c1ccc2ccccc2c1	10	5	5	1	0.34	0.9	1	4	.
COc1cc(OC)c(C2N(c3ccccn3)C(=O)C3CCCN32)cc1OC (centres undefined)	-8	-5	-9	1.2	0.62	1.1	1.1	6	1.1
Cc1onc(-c2c(Cl)cccc2Cl)c1C(N)=O	-2	-16	-8	0.9	0.78	1	1.2	-2	1.1

# (continued)
SMILES	CYP2C19 inhib	CYP2C9 inh	Mac1 fbg inh	PLAP activator	PTK2B oligo ant	CYP2C19 act	CYP2C9 activ	Mac1 fbg enh	MT1-MMP txn act
CCOC(=O)c1ccc(CC(=O)c2ccc(O)cc2O)o1	47	41	2	1.1	-2.7	0.5	0.6	-1	1.2
COc1ccc(NC(=O)C(=O)NCc2ccncc2)c(OC)c1	57*	70*	5	1.1	-0.3	0.4	0.3	0	.
O=C(O)C1CC=CCC1C(=O)Nc1cccc(C(=O)N2CCCCC2)c1 (centres undefined)	-20	-27	.	1.2	-0.19	1.2	1.3	-3	1.1
O=C(NCc1ccc(Cl)cc1)c1cc2c(nc3sccn32)s1	15	18	-16	1	1.8	0.9	0.8	7	1.1
